Screens from PubChem BioAssay.
ANO1 block: mouse TMEM16A channel inhibition, primary screen. AID 588511. HEK293 TMEM16A/YFP iodide influx fluorescence, ionomycin. normalized B-score (activity score, 25-100; higher = stronger inhibition) at 10 µM. 310,000 tested, 1.2% active;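 active = ratio plate-corrected score three or more library SD toward inhibition, starting fluorescence score within five deviations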;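 also: score derived from kinetic fluorescence span divided by baseline fluorescence per well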
TRPC4 potent: allosterically enhances the mouse TRPC4 cation channel; 310,000 tested, 0.42% active; HEK293 TRPC4beta/mu-opioid, DAMGO EC20, Fluo-4 Ca2+ flux; active compounds read high; AID 2227; B-score at 10 µM;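 active = B-score of calcium response area above 5 SD of library B-scores, with initial fluorescence ratio within 5 SD of library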;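 also: B-score of integrated fluorescence ratio over time as area under calcium response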
TRPC4 inh: blocks the mouse TRPC4 cation channel; B-score at 10 µM; 300,000 tested, 0.39% active; AID 2247; HEK293 TRPC4beta/mu-opioid, DAMGO-evoked Fluo4 calcium flux; active compounds read low;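 active = B-score over 3 SD under the library average, no early fluorescence shift, positive overall ratio signal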
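Signal: kinetic Fluo4 fluorescence imaging of calcium influx. Material: stable TRPC4beta/mu-opioid receptor HEK293 cells. Probe or stimulus: DAMGO in two steps, submaximal then maximal.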
RGS4 inh: human RGS4 inhibition. 310,000 tested, 0.45% active. P49798. AID 463165. HEK293 M3R/RGS4 inducible, Fluo-4 calcium flux; active compounds read high; triggered by carbachol at its EC20. B-score at 10 µM;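 active = B-score, a plate-corrected calcium signal, over three deviations above library mean, with baseline fluorescence within five deviations of library mean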;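 also: RGS4 expression induced by doxycycline in cells with stable M3 receptor; B-score is computed from the integrated fluorescence ratio over baseline after carbachol; higher B-score means a larger calcium signal and so more RGS4 inhibition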
Target sequence (P49798 whole entry, looked up): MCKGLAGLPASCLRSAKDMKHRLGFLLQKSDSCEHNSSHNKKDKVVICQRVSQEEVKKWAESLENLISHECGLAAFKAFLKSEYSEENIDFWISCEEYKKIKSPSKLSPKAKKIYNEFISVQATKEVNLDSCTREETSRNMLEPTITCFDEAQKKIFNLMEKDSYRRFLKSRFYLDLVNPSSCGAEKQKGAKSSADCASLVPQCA
MrgX1 agonist: agonists of human MrgX1 receptor; Q96LB2; MrgX1-HEK293 cells, Fluo-4 calcium fluorescence, agonist mode; active compounds read high; 310,000 tested, 0.44% active; B-score at 10 µM;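 active = calcium response B-score plate-corrected fluorescence ratio at least 3 library SD, with starting fluorescence B-score inside 5 SD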
Target sequence (Q96LB2 whole entry, looked up): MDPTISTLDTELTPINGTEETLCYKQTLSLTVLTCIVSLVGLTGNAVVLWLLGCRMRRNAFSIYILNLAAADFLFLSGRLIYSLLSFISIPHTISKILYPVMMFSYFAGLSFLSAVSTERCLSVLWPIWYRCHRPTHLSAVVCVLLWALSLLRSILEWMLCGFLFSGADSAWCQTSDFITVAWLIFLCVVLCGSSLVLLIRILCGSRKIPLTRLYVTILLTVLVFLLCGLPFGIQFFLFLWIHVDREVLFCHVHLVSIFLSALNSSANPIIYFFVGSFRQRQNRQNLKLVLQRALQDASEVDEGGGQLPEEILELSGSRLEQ
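Test system: HEK293 cells stably expressing human MrgX1 receptor; Input: fifteen thousand cells per well; Dosing: compound delivered in addition one of three; Schedule: overnight seeding, then 1 h dark dye loading; Technique: Fluo-4 NW calcium fluorescence; Measure: B-scored fluorescence response ratio; Controls: positive and negative controls per plate.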
TRPC4 act: opens the mouse TRPC4 cation channel; Q9QUQ5; HEK293 TRPC4beta/mu-opioid, Fluo4 calcium fluorescence; active compounds read high; B-score at 10 µM; 310,000 tested, 0.49% active; AID 2237;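 active = B-score above 5 SD of library B-scores, and initial fluorescence ratio not above library mean plus 5 SD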;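 also: positive B-score marks a calcium rise read as TRPC4 activation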
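Technique: kinetic Fluo4 calcium fluorescence; Test system: TRPC4beta and mu-opioid receptor HEK293 stable cells; Measure: B-scored integrated calcium fluorescence ratio; Benchmarks: low control buffer alone, high control maximal DAMGO; Schedule: 45 min room-temperature Fluo4 loading, 110 s read.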
TMEM16A act: activates or potentiates the mouse TMEM16A chloride channel; B-score at 10 µM; 340,000 tested, 0.3% active; HEK293 TMEM16A/YFP-H148Q/I152L, iodide quench fluorescence; active compounds read low; Q8BHY3;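 active = fluorescence-ratio B-score plate-corrected deviation score at least 3 library SD below zero, with starting fluorescence score within 5 deviations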;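 also: channel opened by trigger with iodide after compound preincubation; score built on the fluorescence ratio of max minus min over baseline; more negative score means more quench and so TMEM16A activation or potentiation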
TRPC6 act: activates the mouse TRPC6 cation channel; B-score at 10 µM; 310,000 tested, 0.13% active; HEK293-TRPC6 membrane potential dye fluorescence; active compounds read high;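 active = B-score of the integrated fluorescence ratio above library mean plus 3 SD, and starting fluorescence ratio within library mean plus 5 SD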;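 also: higher score means more depolarization so channel activation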
MrgX1 antag: blocks BAM8-22 activation of human MrgX1 receptor | AID 588676 | B-score at 10 µM | 310,000 tested, 1.3% active | MRGX1-HEK293 calcium flux, Fluo-4, BAM8-22 antagonism; active compounds read low | Q96LB2;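 active = calcium-response B-score plate-corrected more than 3 library SD below zero, starting fluorescence within 5 deviations, no agonist response on first addition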;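 also: peak minus trough fluorescence over baseline after final BAM8-22 challenge near maximal dose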
MrgX1 allo act: human MrgX1 positive allosteric modulation, primary screen. B-score at 10 µM. AID 588675. MrgX1-HEK293, Fluo-4 calcium flux, FDSS; active compounds read high. 310,000 tested, 0.63% active;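 active = plate-corrected calcium response at least 3 library SD above typical, normal starting fluorescence, not activating the receptor alone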;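 also: compound read alongside a low EC10 to EC30 dose of BAM8-22 agonist; peak minus trough fluorescence over baseline measured at the second addition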
TRPC6 inhibitor: inhibitors of mouse TRPC6 channel | B-score at 10 µM | Q61143 | AID 2553 | 310,000 tested, 1.1% active | HEK293-TRPC6, membrane potential dye, ACh-evoked depolarization; active compounds read low;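 active = B-score under library mean minus 3 SD, initial fluorescence not abnormally high, positive integrated signal ratio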;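 also: B-score derived from integrated fluorescence ratio over the kinetic read; more negative B-score means stronger inhibition of depolarization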
The depositor's hits bear a star; i = inactive; · = not tested or not shown.

SMILES | ANO1 block | TRPC4 potent | TRPC4 inh | RGS4 inh | MrgX1 agonist | TRPC4 act | TMEM16A act | TRPC6 act | MrgX1 antag | MrgX1 allo act | TRPC6 inhibitor
O=C(Nc1ccc(-c2ccco2)cc1)C1CCCN(Cc2ccc(CO)o2)C1 (configuration not stated) | i | i | i | i | i | i | i | i | i | i | i
Cc1ccc(S(=O)(=O)N2CCCC2C(=O)Nn2cnnc2)cc1 (configuration not stated) | i | i | i | i | i | i | i | i | i | i | i
Cc1cc(C)cc(NC(=S)N(CCN2CCCCC2)Cc2ccco2)c1 | i | i | i | i | i | i | i | i | i | i | i
O=C(Cc1csc(-c2ccccc2)n1)NCc1ccco1 | i | i | · | i | i | i | i | i | i | i | i
COc1ccc(/C=C/C(=O)NC(=S)Nc2ccc(S(=O)(=O)Nc3nccnc3OC)cc2)cc1 | i | i | i | i | i | i | i | i | i | i | i
COc1cc(CN=Cc2c(O)n(Cc3ccccc3)c(=S)[nH]c2=O)cc(OC)c1 | i | i | i | i | i | i | i | i | i | i | i
CCOC(=O)c1c(NC(=O)CN2CCCCC2)sc(C)c1C | i | i | i | i | i | i | i | i | i | i | i
c1ccc2cc(OCCCn3ccnc3)ccc2c1 | i | 11* | i | i | i | 53* | i | i | i | i | i
c1ccc(OCCCCN2CCOCC2)cc1 | i | i | i | i | i | i | i | i | i | i | i
O=Cc1c(-c2ccccc2)nc2ccccn12 | i | i | i | i | i | i | i | i | i | i | i
CCOc1ccc(-n2c(C)nc3cc(C(=O)NCc4ccco4)ccc32)cc1 | i | i | i | i | i | i | i | i | i | i | i
O=C(O)C1CC(=O)N(CCc2ccc(F)cc2)C1 (configuration not stated) | i | i | i | i | i | i | i | i | i | i | i
CCCC(C)c1nc(C(N)=O)c2[nH]c(=O)n(-c3ccc(OC)cc3OC)c2n1 (configuration not stated) | i | i | i | i | i | i | i | i | i | i | i
CCOC(=O)C1(CCCc2ccccc2)CCN(Cc2cn(CC)nc2C)CC1 | i | i | i | i | i | 124* | i | i | i | i | i
COCc1cc(C)nc(SCC(=O)Nc2ccc3[nH]c(=O)[nH]c3c2)c1C#N | i | i | i | i | i | i | i | i | i | i | i
COc1ccc(-c2nc3cc([N+](=O)[O-])ccc3o2)cc1OC | i | i | i | i | i | i | i | i | i | 11* | i
Nc1nonc1C(=O)N/N=C/c1ccc(-c2cccc(C(=O)O)c2)o1 | i | i | i | i | i | i | · | i | i | i | i
COc1ccc(OC)c(CNC(=O)Cc2c(C(=O)O)[nH]c3ccc(Cl)cc23)c1 | i | i | i | i | i | i | i | i | i | i | i
O=c1oc2c(-c3ccc([N+](=O)[O-])cc3)cc(O)cc2s1 | i | i | i | i | i | i | i | i | i | i | i
COC(=O)COc1ccc(-c2nn(C)c(=O)c3ccccc23)cc1 | i | i | i | i | i | i | i | i | i | i | i
O=C(Cc1ccc([N+](=O)[O-])cc1)NNC(=O)c1ccc2c(c1)OCO2 | i | i | i | i | i | i | i | i | i | i | i
Cc1ccc([N+](=O)[O-])cc1NC1OC(CO)C(O)C1O (configuration not stated) | i | i | i | i | i | i | i | i | i | i | i
CN(CCCNC(=O)CCc1cn(C)c2ccccc12)C1CCCCC1 | i | i | i | i | i | i | i | i | i | i | i
O=C1N[C@@H](Cc2ccccc2)[C@@H](c2ccco2)O1 | i | i | i | i | i | i | i | i | i | i | i
CCCC(=O)Nc1nnc(SCC(=O)NC2CC2)s1 | i | i | i | i | i | i | i | i | i | i | i
CC(C)[C@H](NC(N)=O)C(=O)Nc1ccc(OCc2ccccc2)cc1 | i | i | i | i | i | i | i | i | i | i | i
CN1CCN(C(=O)C2CCN(S(=O)(=O)c3ccc4c(c3)oc(=O)n4C)CC2)CC1 | i | · | · | · | i | · | i | · | i | i | ·
CCOc1cc(/C=N/NC(=S)Nc2ccccc2C(F)(F)F)ccc1OCC(=O)N1CCOCC1 | i | i | i | i | i | i | i | i | i | i | i
O=C(/C=C/c1ccccc1)Nc1cc(NC(=O)/C=C/c2ccccc2)cc(C(=O)O)c1 | i | i | i | i | i | i | i | i | i | i | i
Cc1ccc(-c2nc(SCC(=O)NCC3CCCO3)c(-c3ccccc3)[nH]2)cc1 (configuration not stated) | i | i | i | i | i | i | i | i | i | i | i
Cc1ccc(-c2cc(C(=O)N3CCN(C(=O)c4ccco4)CC3)no2)cc1 | i | i | i | i | i | i | i | i | i | i | i
COC(=O)C1=C(C)N(c2ccc(Cl)cc2)/C(=C/c2cccs2)C1=O | i | i | i | i | i | i | i | i | i | i | i
Cc1ccc2cc(NC(=O)c3cccc(F)c3)ccc2n1 | i | i | i | i | i | i | i | i | i | i | i
COc1ccc2ccccc2c1/C=N/NC(=O)c1cccc(Br)c1 | i | i | i | i | i | i | i | i | i | i | i
O=C(Nc1nc(-c2ccccc2)cs1)C1CCCCN1S(=O)(=O)c1ccccc1 (configuration not stated) | i | i | i | i | i | i | i | i | i | i | i
Cc1ccccc1C(=O)Nc1ccc2c(C#N)c3nc4ccccc4nc3n2c1 | i | i | i | i | i | i | i | i | i | i | -5.8*
CC(=O)CC1=NC(C)(C)Cc2ccccc21 | i | i | i | i | i | i | i | i | i | i | i
Cc1ccc(CCNC(=O)C2CC(c3ccccc3C(F)(F)F)=NO2)cc1 (configuration not stated) | i | i | i | i | i | i | i | i | i | i | i
O=C(N/N=C/c1ccccc1[N+](=O)[O-])C(=O)N1CCCC1 | i | i | i | i | i | i | i | i | i | i | i
Cc1ccc(NC(=O)c2cccc(S(=O)(=O)NCc3ccccc3)c2)nc1 | i | i | i | i | i | i | i | i | i | i | i
COc1ccc(CC2(CO)CCN(C/C=C/c3ccccc3OC)CC2)cc1 | i | i | -6* | i | i | i | i | i | i | i | i
CCCCN(C(=O)C(C)Oc1cccc(Cl)c1)c1c(N)n(CCC)c(=O)[nH]c1=O (configuration not stated) | i | i | i | i | i | i | i | i | -5.1* | i | i
COC(=O)c1nn(C23CC4CC(CC(C4)C2)C3)c2c1C(=O)N(c1ccc(Br)cc1)C2=O | i | i | i | 5.9* | i | i | i | i | i | i | i
CCOC(=O)C1CCCN(S(=O)(=O)CCNC(=O)c2ccc(F)cc2)C1 (configuration not stated) | i | i | i | i | i | i | i | i | i | i | i
CCOC(=O)CN1CCS(=O)(=O)CC1 | i | i | i | i | i | i | i | i | i | i | i
CCOC(=O)C1(Cc2cccc(OC)c2)CCCN(S(=O)(=O)CC)C1 (configuration not stated) | i | i | i | i | i | i | i | i | i | i | i
COc1ccc(-c2cn3nc(SCC(=O)NCC4CCCO4)ccc3n2)cc1 (configuration not stated) | i | i | i | i | i | i | i | i | i | i | i
O=C1C(=O)N(c2ccccn2)C(c2ccc(Br)cc2)/C1=C(/O)c1ccc(Br)cc1 (configuration not stated) | i | i | i | i | i | i | i | i | i | i | i
COC(=O)[C@@H](NC(=O)N1CCN(C(=O)C2COc3ccccc3O2)CC1)C(C)C (some centres not stated) | i | i | i | i | i | i | i | i | i | i | i
CC(C)C(C)NC(=O)COC(=O)c1cccc(C(=O)OCC(=O)NC(C)C(C)C)n1 (configuration not stated) | i | i | i | i | i | i | i | i | i | i | i
COc1ccc(-c2nc(CS(=O)CC(=O)NC3CCCCC3)c(C)o2)cc1OC (configuration not stated) | i | i | i | i | i | i | i | i | i | i | i
Cc1cc(NS(=O)(=O)c2ccc(NC(=S)NC(=O)c3ccccc3)cc2)no1 | i | i | i | i | i | i | i | i | i | i | i
COc1ccc(-c2nn(C)c3sc(C(=O)N4CCOCC4)cc23)cc1OC | i | i | i | i | i | i | i | i | i | i | i
COc1ccccc1CNS(=O)(=O)c1ccc(NC(C)=O)cc1 | i | i | i | i | i | i | i | i | i | i | i
CCOc1ccccc1C1C(C#N)=C(N)Oc2cc(C)n(Cc3ccccn3)c(=O)c21 (configuration not stated) | i | i | i | i | i | i | i | i | i | i | i
Clc1ccc(-c2cccs2)nn1 | i | i | i | i | i | i | i | i | i | i | i
O=C(Nc1ncc2c(n1)-c1ccccc1CC2)C1CC1 | i | i | i | i | i | i | i | i | i | i | i
CSc1nc(N)c(NC(=O)c2ccc(Br)o2)c(=O)[nH]1 | i | i | i | i | i | i | i | i | i | i | i
CCN1CCN(c2cc(C)c3cc(NC(=O)c4ccc(OC)c(OC)c4)ccc3n2)CC1 | i | i | i | i | i | i | i | i | i | i | i
CN=C(Nc1cc(C)nn1CCC#N)c1ccccc1 | i | i | i | i | i | i | i | i | i | i | i
New compounds follow.
SMILES | ANO1 block | TRPC4 potent | TRPC4 inh | RGS4 inh | MrgX1 agonist | TRPC4 act | TMEM16A act | TRPC6 act | MrgX1 antag | MrgX1 allo act | TRPC6 inhibitor
COc1ccc(C/C(N)=N/OC(=O)Cc2ccc(OC)c(OC)c2)cc1 | i | i | i | i | i | i | i | i | i | i | i
CCN(CC)CCN1C(=O)c2oc3ccccc3c(=O)c2C1c1ccc(C)cc1 (configuration not stated) | i | i | i | i | i | i | i | i | i | i | i
CN(C(=O)COc1ccc(C(C)(C)C)cc1)C1CCS(=O)(=O)C1 (configuration not stated) | i | i | i | i | i | i | i | i | i | i | i
COc1cccc(N2CCN(C(=O)CNC(=O)c3sc4ccccc4c3Cl)CC2)c1 | i | i | i | i | i | i | i | i | i | i | i
COc1ccccc1NC(=O)CSc1nnc(-c2ccoc2C)n1CCc1ccccc1 | i | i | i | i | i | i | i | i | i | i | i
O=C(NC(=S)Nc1ccc(S(=O)(=O)N2CCCCC2)cc1)c1cccs1 | i | i | i | i | i | i | i | i | i | i | i

Some of the entries above, set out differently.
Below each compound – ANO1 block, TRPC4 potent, TRPC4 inh, RGS4 inh, MrgX1 agonist, TRPC4 act, TMEM16A act, TRPC6 act, MrgX1 antag, MrgX1 allo act, TRPC6 inhibitor
O=C(NC(=S)Nc1ccc(S(=O)(=O)N2CCCCC2)cc1)c1cccs1
  i, i, i, i, i, i, i, i, i, i, i
CN(C(=O)COc1ccc(C(C)(C)C)cc1)C1CCS(=O)(=O)C1 (configuration not stated)
  i, i, i, i, i, i, i, i, i, i, i
